CASP6 VEID inh – human caspase-6 inhibitors, primary screen, biochemical, VEID-R110 fluorescence, single point, set 2; hit rate 0.53% among 350,000; P55212; purified caspase-6, Z-VEID-R110 cleavage fluorescence; AID 686996, 2013; inhibition, % at 12.5 µM;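 active = mean inhibition across replicates at least about 35%, with every replicate also reaching that limit, limit read from the data; inconclusive = only one of the two criteria met; inactive = neither criterion met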;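 note: 0% = median of neutral control wells and 100% = no fluorescence left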
Target sequence (P55212 24-179 limits assumed): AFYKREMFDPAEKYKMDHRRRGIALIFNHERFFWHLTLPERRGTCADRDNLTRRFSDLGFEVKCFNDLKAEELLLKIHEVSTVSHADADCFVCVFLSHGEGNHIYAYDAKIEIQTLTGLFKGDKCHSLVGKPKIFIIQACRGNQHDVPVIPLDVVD
Target sequence (P55212 194-293 limits assumed): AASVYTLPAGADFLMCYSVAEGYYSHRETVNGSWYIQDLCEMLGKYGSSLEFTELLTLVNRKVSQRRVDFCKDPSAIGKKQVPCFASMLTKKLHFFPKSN
RAD52 inh – RAD52 DNA annealing inhibitors, primary screen, biochemical, FRET, single point, set 2 | recombinant RAD52 DNA annealing, FRET fluorescence | hit rate 0.46% among 360,000 | inhibition, % at 18.7 µM | AID 651710, 2012;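 active = every replicate showing at least 50% inhibition; inconclusive = mean inhibition at least 50% but not in every replicate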
Target sequence (P43351 whole entry, looked up): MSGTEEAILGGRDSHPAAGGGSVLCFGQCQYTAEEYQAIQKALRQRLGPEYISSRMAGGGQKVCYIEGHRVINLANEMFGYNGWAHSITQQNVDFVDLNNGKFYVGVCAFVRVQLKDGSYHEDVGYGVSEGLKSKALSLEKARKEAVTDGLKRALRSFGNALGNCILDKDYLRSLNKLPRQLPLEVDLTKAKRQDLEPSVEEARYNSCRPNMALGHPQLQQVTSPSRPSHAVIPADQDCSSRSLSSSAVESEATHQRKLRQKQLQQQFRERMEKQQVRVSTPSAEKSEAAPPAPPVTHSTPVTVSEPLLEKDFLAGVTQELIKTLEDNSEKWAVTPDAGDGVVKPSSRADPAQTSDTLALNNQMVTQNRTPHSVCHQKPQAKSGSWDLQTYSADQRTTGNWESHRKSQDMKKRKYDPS
CFTR F508del cor – F508del CFTR correction, initial screen, CFBE line, single point | hit rate 0.36% among 350,000 | activity (quench increase), % at 7.58 µM | CFBE cells, YFP halide quenching; stimulated with forskolin plus potentiator P3; % fluorescence drop versus neutral controls;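 active = mean added fluorescence quench of at least 8% versus neutral control, with both replicates also reaching 8%; inconclusive = only one of the mean or replicate conditions met; inactive = mean below 8% and not both replicates reaching 8%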;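 note: cells transiently co-express mutant CFTR-F508del with the halide-sensitive YFP; corrector assay measuring rescue of mutant channel to the surface after 24 h compound exposure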
GSIS activator – GLuc luminescence reporter in INS-1E cells, primary screen for activators of glucose-dependent secretion of insulin. INS-1E GLuc reporter insulin secretion, 2-3 h. activation, % at 16.6 µM. hit rate 0.61% among 370,000. AID 743287, 2014;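 active = lowest replicate activation of at least 40%, so every replicate reaches that level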;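 note: 0% = median of neutral control wells and 100% = median of IBMX positive control wells; some compounds called inactive have numbers as strong as hits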
RAD54 inh – inhibitors of human RAD54 branch migration, primary screen, biochemical, fluorescence, single point; inhibition, % at 10.4 µM; hit rate 0.14% among 360,000; RAD54 Holliday junction branch migration, FAM/BHQ fluorescence; DNA repair and recombination protein RAD54-like (Homo sapiens), Q92698; AID 602329, 2012;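 active = mean normalized replicate activity at least 40 and at least half of replicates scoring 40 or more; inconclusive = only one of the two criteria met; inactive = mean below 40 and under half of replicates reaching 40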;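 note: 0% = median of neutral control wells and 100% = median of positive control wells; inhibitors cause a drop in the FAM fluorescence signal; in these data hits start at about 50%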
DENV2 CPE – inhibitors of DENV2 cytopathic effect, primary screen, cell-based, plate reader, single concentration; DENV2-infected cells, cytopathic effect rescue; CPE inhibition, % at 9.99 µM; hit rate 1.7% among 350,000; in the data active = CPE inhibition above about 20%, passing the limit was not always enough; inconclusive = no clear call, values can overlap the other calls; tested in BHK-21 cells;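 note: 0% = median of neutral control wells and 100% = median of positive control wells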
XiGFP reactiv – activators of inactive X chromosome reactivation, primary screen, imaging, XiGFP fibroblasts, GFP high-content imaging, set 2; XiGFP mouse fibroblasts, % GFP-positive cells imaging, 3 d; cells co-treated with 5-aza-dC sensitizer; scaled so ellipticine positive control = 100%; activation, % at 7.58 µM; hit rate 0.055% among 360,000;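 active = mean normalized replicate activation at least 10% and every replicate at or above 10%; inconclusive = only one of the two criteria met; inactive = mean below 10% and not all replicates reach 10%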;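 note: 0% = median of on-plate neutral control wells and 100% = ellipticine 6 µM median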
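System: SV40-immortalized XiGFP fibroblast cells, line 68-5-11 / Incubation: 3-day compound exposure, then 15 min fixation at room temperature / Compound: single concentration per compound, delivered by pin transfer / Buffer or medium: DMEM plus 5-aza-dC sensitizer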
E-selectin induc – E-selectin induction in HUVECs, primary screen, imaging, HUVEC, immunofluorescence imaging, single point. normalized: neutral wells 0, TNF-alpha wells 100. activation, % at 7.58 µM. hit rate 0.37% among 260,000. AID 686992, 2013;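 active = mean E-selectin-positive cell signal at least 10% of the positive control, reached in at least 60% of replicates, without over 20% cell loss; inconclusive = no rule given, readout overlaps actives, possibly toxicity-flagged; inactive = the rest, including those meeting only one limit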;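 note: in these data hits start at about 27%; measured in HUVEC primary endothelial cells; signal is the percent of cells scored E-selectin positive by PE staining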
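Test system: HUVEC | Signal: Immunofluorescence imaging | Read-out: Percent E-selectin-positive cells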
Active calls of the source: *; ? = inconclusive; . = no result given.

entry	SMILES	RAD54 inh	DENV2 CPE	RAD52 inh	XiGFP reactiv	CFTR F508del cor	E-selectin induc	CASP6 VEID inh	GSIS activator
1	O=C(NCCc1ccncc1)[C@H]1[C@H](CO)[C@H]2Cn3c(ccc(-c4cccc(F)c4)c3=O)[C@@H]1N2	4	-10	-12	0.0	1.8	0.5	-1	14
2	O=C(Nc1c(-c2ccccc2)[nH][nH]c1=O)c1ccco1	4	?	-17	-0.1	-0.5	0.2	1	-16
3	C[C@@H]1CN([C@@H](C)CO)C(=O)c2cc(NC(=O)Nc3ccccc3)ccc2O[C@@H](C)CCCCO[C@H]1CN(C)S(=O)(=O)c1ccc(Cl)cc1	2	-1	-33	-0.2	-4.0	0.0	0	17
4	CC(C)NC(=O)Nc1ccc2c(c1)CC(=O)N([C@H](C)CO)C[C@@H](C)[C@@H](CN(C)S(=O)(=O)c1ccccc1)O2	-11	-6	5	-0.1	0.9	21	-7	-9
5	COc1ccccc1OCCC(=O)NNC(=O)c1ccccc1F	3	-7	-6	0.1	-1.3	-2.0	-2	35
6	CCN(C(=O)COc1ccc(C)cc1OC)c1cccc2ccccc12	2	-11	-40	0.2	2.9	0.3	3	-13
7	CN(C(=O)COC(=O)c1ccc2c(c1)OCCO2)C1CCCCC1	-4	12	1	0.1	0.9	-0.2	3	17
8	COc1ccc(C(=O)NCC(c2ccco2)N2CCc3ccccc32)cc1OC (centres undefined)	-4	0	-3	0.3	-1.5	.	2	-10
9	NS(=O)(=O)c1ccc(NC(=O)c2cc(-c3cc(Cl)ccc3O)n[nH]2)cc1	8	-3	-10	-0.1	1.4	-0.1	-1	-2
10	CCN(CC(=O)Nc1ccc(OC)cc1)C(=O)Cc1ccc(OC)c(S(=O)(=O)N2CCOCC2)c1	3	0	2	0.0	1.7	.	-135	20
11	O=C(C[C@@H]1CC[C@H](NC(=O)Nc2cc(F)ccc2F)[C@@H](CO)O1)NCc1ccccn1	-3	18	5	0.1	-1.5	0.0	-3	-4
12	O=C1NC[C@H](Cc2ccccc2)N(C[C@@H]2CCCN2C[C@H](Cc2ccccc2)N2C[C@H](Cc3ccccc3)N(CCc3ccccc3)C(=O)C2=O)C1=O	6	?	-23	0.1	-0.6	0.7	4	-18
13	CC(C)NC(=O)N(C)C[C@@H]1Oc2ccc(NC(=O)Nc3ccccc3)cc2CC(=O)N([C@@H](C)CO)C[C@@H]1C	-6	-9	-1	-0.2	3.2	.	1	16
14	O=C(CCn1cnc2ccccc21)N/N=C/C=C/c1ccccc1	1	-10	-9	0.0	0.5	1.4	3	.
15	Cc1ccc2c(Cl)cc(Cl)c(OCC(=O)N3CCCC3)c2n1	.	-1	-14	0.0	-0.5	-0.2	1	12
16	CN1CCN(c2ccc(NC(=O)COc3cccc4ccccc34)cc2)CC1	0	5	-7	0.1	-3.0	0.1	-5	17
17	Cc1noc(-c2ccccc2)c1NC(=O)Nc1ccc(Cl)cc1	.	-4	-2	0.1	-4.4	.	1	.
18	O=C(NNCc1ccccc1)c1ccccc1	9	-4	-11	0.3	-2.2	1.6	0	-9
19	Oc1ccc(N=Nc2ccccc2)o1	0	-1	-3	0.0	3.1	-0.2	2	-39
20	CCCNC(=O)N1C[C@@H](C)[C@@H](OC)CN(C)C(=O)c2ccc(NC(=O)CCC)cc2OC[C@H]1C	-15	-1	-3	0.3	2.1	-0.2	-1	11
21	COc1cccc(-c2ccc([C@H]3[C@H](C#N)N(C(=O)Cc4ccccc4)[C@H]3CO)cc2)c1	-11	10	-29	-0.2	-2.7	-0.6	1	1
22	CCOCCn1c(=NC(=O)CSCC(=O)N2CCOCC2)sc2cc(OC)ccc21	-8	-3	-15	0.1	-1.1	0.5	-2	17
23	CC1CC(NC(=O)N(C)C)N(C)C(=O)N1 (centres undefined)	1	4	-10	0.1	.	.	15	7
24	O=C(Cc1ccncc1)NCC[C@H]1CC[C@@H](NC(=O)Nc2ccc(Cl)cc2)[C@@H](CO)O1	4	0	-24	-0.4	-0.1	-0.1	0	8
25	Cc1cc(C(=O)Nc2ccc(Cl)c(S(=O)(=O)N3CCOCC3)c2)c2ccccc2n1	2	-1	-34	?	-0.9	0.6	-1	-13

7 entries from above, with two lines to a compound.
Each structure is followed by: RAD54 inh | DENV2 CPE | RAD52 inh | XiGFP reactiv | CFTR F508del cor | E-selectin induc | CASP6 VEID inh | GSIS activator
[8] COc1ccc(C(=O)NCC(c2ccco2)N2CCc3ccccc32)cc1OC (centres undefined)
 : -4 | 0 | -3 | 0.3 | -1.5 | . | 2 | -10
[25] Cc1cc(C(=O)Nc2ccc(Cl)c(S(=O)(=O)N3CCOCC3)c2)c2ccccc2n1
 : 2 | -1 | -34 | ? | -0.9 | 0.6 | -1 | -13
[4] CC(C)NC(=O)Nc1ccc2c(c1)CC(=O)N([C@H](C)CO)C[C@@H](C)[C@@H](CN(C)S(=O)(=O)c1ccccc1)O2
 : -11 | -6 | 5 | -0.1 | 0.9 | 21 | -7 | -9
[21] COc1cccc(-c2ccc([C@H]3[C@H](C#N)N(C(=O)Cc4ccccc4)[C@H]3CO)cc2)c1
 : -11 | 10 | -29 | -0.2 | -2.7 | -0.6 | 1 | 1
[11] O=C(C[C@@H]1CC[C@H](NC(=O)Nc2cc(F)ccc2F)[C@@H](CO)O1)NCc1ccccn1
 : -3 | 18 | 5 | 0.1 | -1.5 | 0.0 | -3 | -4
[2] O=C(Nc1c(-c2ccccc2)[nH][nH]c1=O)c1ccco1
 : 4 | ? | -17 | -0.1 | -0.5 | 0.2 | 1 | -16
[16] CN1CCN(c2ccc(NC(=O)COc3cccc4ccccc34)cc2)CC1
 : 0 | 5 | -7 | 0.1 | -3.0 | 0.1 | -5 | 17

(more compounds)
entry	SMILES	RAD54 inh	DENV2 CPE	RAD52 inh	XiGFP reactiv	CFTR F508del cor	E-selectin induc	CASP6 VEID inh	GSIS activator
26	COc1ccccc1NC(=O)N1[C@H](CO)[C@H](c2ccccc2)[C@@H]1C#N	-2	-4	-4	0.1	0.8	-0.2	2	3
27	C[C@H](CO)N1C[C@H](C)[C@H](CN(C)Cc2ccc(-c3ccccc3)cc2)Oc2ccc(NS(=O)(=O)c3cn(C)cn3)cc2CC1=O	.	3	4	-0.7	-1.4	16	0	-12
28	Cc1ccc(S(=O)(=O)N(C)c2ccc(OCC(=O)N3CCCCC3)cc2)cc1	-26	?	-15	0.2	0.7	.	-1	-35
29	COc1ccc(OC)c(CNC(=O)CCCc2cn(C)c3ccccc23)c1	-4	-6	-21	0.1	1.8	0.1	0	-13
30	CCCNC(=O)Nc1ccc2c(c1)C(=O)N(C)[C@H]1CC[C@H](CC(=O)Nc3ccccc3C)O[C@@H]1CO2	3	-2	-3	0.3	-2.7	0.0	-1	3
31	CC1CN(c2sc(S(C)(=O)=O)nc2S(=O)(=O)c2ccc(Cl)cc2)CC(C)O1 (centres undefined)	-8	-2	-10	0.3	-1.5	.	-3	21
32	O=C(C[C@@H]1CC[C@@H](NC(=O)Nc2ccccc2F)[C@H](CO)O1)NCc1ccccc1	4	-4	-15	0.2	0.3	0.2	2	11
33	O=C(C[C@@H]1C=C[C@H](NS(=O)(=O)c2ccccc2)[C@@H](CO)O1)NCCN1CCCCC1	2	2	1	0.2	-0.3	0.0	-21	4
34	CC(C)C#Cc1ccc2c(c1)O[C@H](CN(C)C(=O)c1cnccn1)[C@H](C)CN([C@H](C)CO)S2(=O)=O	-1	-13	12	0.1	1.6	1.0	1	-16
35	CC(C)CN1C(=O)C(=Nc2cccnc2)c2ccccc21	.	19	10	0.1	-0.5	.	-2	7
36	COc1ccc(Cl)cc1C(=O)NNC(=O)c1cccs1	6	-4	-14	0.1	2.9	.	-2	1
37	C[C@@H]1CN([C@H](C)CO)C(=O)c2cc(NS(=O)(=O)c3ccc(F)cc3)ccc2O[C@@H](C)CCCCO[C@H]1CN(C)S(=O)(=O)c1ccc(Cl)cc1	-11	11	-6	0.1	1.9	.	-3	-3
38	CO[C@@H]1CN(C)C(=O)c2cc(NC(=O)C3CC3)ccc2OC[C@@H](C)N(Cc2ccccc2)C[C@@H]1C	-3	3	11	0.2	2.2	0.3	-1	5
39	Cn1cnc(S(=O)(=O)N2CCCCN3[C@H](CO)[C@@H](c4ccc(-c5ccccc5)cc4)[C@@H]3C2)c1	0	4	1	0.2	-5.5	0.0	-1	11
40	C[C@H](CO)N1C[C@H](C)[C@H](CN(C)Cc2ccc(C(=O)O)cc2)Oc2ccc(NS(=O)(=O)c3ccccc3)cc2C1=O	-14	12	-4	-0.1	1.2	1.4	-2	15
41	Cc1ccc(S(=O)(=O)Nc2ccc3c(c2)C(=O)N([C@@H](C)CO)C[C@@H](C)[C@H](CN(C)C(=O)c2ccncc2)OCCCC[C@@H](C)O3)cc1	2	-2	.	0.0	-0.5	.	.	-1
42	O=C1CCC(C(=O)N(CCO)Cc2ccccc2)CN1CCc1cccc(F)c1 (centres undefined)	.	-5	-1	0.0	-0.5	-0.1	0	0
43	O=C1CSC(c2ccccn2)N1c1ccccc1F (centres undefined)	.	5	-13	0.0	.	0.2	0	8
44	Cc1cc(C)c(NC(=O)COc2ccc(-n3cnnn3)cc2)c(C)c1	1	-8	-11	0.3	-2.6	0.5	3	26
45	O=C(Nc1ncc(Cc2cccc([N+](=O)[O-])c2)s1)c1ccco1	.	?	-10	0.0	1.7	.	-2	13
46	Cc1ccnc(NS(=O)(=O)c2cc(C(F)(F)F)ccc2Cl)c1	.	5	-6	0.7	-0.1	-0.4	4	11
47	C[C@H]1CN([C@@H](C)CO)C(=O)c2cc(NC(=O)C3CCCCC3)ccc2O[C@@H]1CN(C)S(=O)(=O)c1cn(C)cn1	-2	17	-18	0.2	0.9	-0.2	-2	15
48	CCN1C(=O)CSC1=Nc1ccccc1Cl	-2	2	4	0.2	-4.2	.	-2	9
49	Cc1csc(=O)n1CC(=O)OCC(=O)NC(C)c1ccc(F)cc1 (centres undefined)	-12	-8	-17	0.0	-4.7	1.0	2	11
50	CCOC(=O)c1c(C)[nH]c(C(=O)OC(C)C(=O)NC2(C#N)CCCCC2)c1C (centres undefined)	-3	-11	-25	0.0	-0.9	0.1	0	1

entry	SMILES	RAD54 inh	DENV2 CPE	RAD52 inh	XiGFP reactiv	CFTR F508del cor	E-selectin induc	CASP6 VEID inh	GSIS activator
51	CCCCN(C(=O)Cc1coc2cc(C)c(C)cc12)c1c(N)n(Cc2ccccc2)c(=O)[nH]c1=O	6	6	-8	-0.3	-0.1	.	0	-14
52	C[C@@H]1CCCCO[C@@H](CN(C)S(=O)(=O)c2ccc(F)cc2)[C@H](C)CN([C@H](C)CO)C(=O)c2cc(NS(=O)(=O)c3cn(C)cn3)ccc2O1	1	8	-6	0.0	-1.3	.	-2	-7
53	CC1(c2ccccc2)NC(=O)N(CC(=O)N2CCN(S(=O)(=O)c3c(F)cccc3F)CC2)C1=O (centres undefined)	0	5	-6	-0.7	-1.4	2.0	-2	4
54	CC(C)Cn1nc(C(=O)Nc2nnc(C3CC3)s2)c2ccccc2c1=O	1	11	8	0.6	-0.3	-0.3	0	14

Rows are unselected. Share with any hit: about 3.7%.
